# KCNH2 3.1 block – qHTS for Inhibitors of KCHN2 3.1: Mutant qHTS. Potassium voltage-gated channel subfamily H member 2, brain isoform KCNH2 3.1 (human). U2OS KCNH2 3.1, thallium flux FluxOr; hits give low values. activity change, % (tested at about 1.8 µM). 340,000 compounds, 0.95% hits. AID 720553, 2013;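 active = maximum activity change below -70%; inconclusive = maximum activity change from -70% to -50%; inactive = maximum activity change above -50%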;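 note: thallium influx rate constant from kinetic fluorescence after stimulation buffer; % is set by controls: 0 for no effect and ±100 for the full control effect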
#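 Virally transduced U2OS (3.1 isoform, 4 h infection in dark at RT) → overnight 37 C → FluxOr + Red40 in HBSS/HEPES, 45 min → stimulation buffer, 2 min kinetic read → rate constant vs DMSO controls.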
# PKM2 act – qHTS Assay for Activators of Human Muscle isoform 2 Pyruvate Kinase; 260,000 compounds, 0.34% hits; Pyruvate kinase PKM (Homo sapiens), P14618; purified PKM2, Kinase-Glo ATP luminescence, activation; response scale: 0% is enzyme alone, no compound; AID 1631, 2009; Potency, µM (doses to about 57.5 µM), for the others: at the highest dose activation, actives largely listed as activators; note: potency is the fitted concentration of half-maximal effect; % is set by controls: 0 for no effect and ±100 for the full control effect; nearly all actives have a fitted effect of over 55% in size
#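 Purified hPK-M2 (>95%) run at intermediate activity with 0.1 mM ADP and 0.5 mM PEP in 50 mM imidazole pH 7.2, KCl, MgCl2; 1 h room temperature. ATP formed read by Kinase-Glo luminescence; normalized to uninhibited and no-enzyme controls.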
# MBNL1 CUG block – qHTS Assay for Inhibitors of MBNL1-poly(CUG) RNA binding | Muscleblind-like protein 1 (Homo sapiens), Q9NR56 | TR-FRET MBNL1-His/biotin-(CUG)12 binding, 665/545 ratio | Potency, µM (titrated, usually from 57.5 µM), for inactives: at the highest dose activity change, negative = inhibition, most hits filed as inhibitors | 280,000 compounds, 0.036% hits; active = well fitted inhibition curve with a large enough effect in the signal ratio, with a control signal flat, not every such curve was filed as active; inconclusive = small, poorly fitted or top-dose-only effect, or effect the other way, or a change in a side signal; inactive = no such curve, though single readings can be large or run the other way; the % refers to the signal ratio; note: potency is the fitted concentration of half-maximal effect; % is set by controls: 0 for no effect and ±100 for the full control effect
#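 MBNL1-His + Biotin-(CUG)12, cpd titration 92 nM–58 uM; Tb anti-His Ab 0.055 ng/ul, SA-XL665 5 nM (final); 60 min RT; ratiometric 665/545 nm, Ex 340 nm; normalized to buffer and full-complex controls.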
# ELG1 repair inh – qHTS screen for small molecules that inhibit ELG1-dependent DNA repair in human embryonic kidney (HEK293T) cells expressing luciferase-tagged ELG1; HEK293T ELG1-luciferase reporter, luminescence, 16 h; DNA damage induced by 5-fluorouridine; Potency, µM (doses to about 46.1 µM), without a hit: top-dose activity change, negative = inhibition, most hits filed as inhibitors; 330,000 compounds, 2.3% hits; note: potency is the fitted concentration of half-maximal effect; % is set by controls: 0 for no effect and ±100 for the full control effect; nearly all actives have a fitted effect of over 55% in size
#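 Reporter activity after DNA damage by 5-fluorouridine is monitored. Compound-treated cells incubate 16 hr at 37 °C, then ONE-Glo is added for 30 min before luminescence reading.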
# FLuc modulator – qHTS profiling assay for firefly luciferase inhibitor/activator using purifed enzyme and Km concentrations of substrates (counterscreen for miR-21 project); Luciferin 4-monooxygenase (Photinus pyralis), P08659; purified FLuc, Km substrates, luminescence inhibition; Potency, µM (top dose mostly 57.5 µM), for the others: at the top dose activity change, negative = inhibition, actives largely listed as inhibitors; 360,000 compounds, 6.9% hits; AID 588342, 2011;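 note: potency is the fitted concentration of half-maximal effect; plate controls were vehicle for no effect and reference inhibitor for full effect; nearly all actives have a fitted effect of over 55% in size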
# Target sequence (P08659 whole entry, looked up): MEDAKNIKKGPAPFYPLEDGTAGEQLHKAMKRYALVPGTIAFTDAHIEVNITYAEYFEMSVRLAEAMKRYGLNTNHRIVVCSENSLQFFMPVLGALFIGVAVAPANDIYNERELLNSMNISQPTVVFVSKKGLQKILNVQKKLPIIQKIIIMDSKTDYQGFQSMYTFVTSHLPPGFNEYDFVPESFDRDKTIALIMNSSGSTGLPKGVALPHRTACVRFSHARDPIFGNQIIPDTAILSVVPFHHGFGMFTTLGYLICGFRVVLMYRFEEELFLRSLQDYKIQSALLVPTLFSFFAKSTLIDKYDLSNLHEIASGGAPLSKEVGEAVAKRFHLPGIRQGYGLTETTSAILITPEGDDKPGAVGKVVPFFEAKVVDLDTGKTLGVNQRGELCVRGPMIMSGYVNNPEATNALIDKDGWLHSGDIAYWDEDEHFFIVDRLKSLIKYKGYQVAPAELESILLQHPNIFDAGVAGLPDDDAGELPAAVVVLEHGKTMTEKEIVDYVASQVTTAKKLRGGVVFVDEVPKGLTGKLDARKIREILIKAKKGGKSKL
#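 Biochemical qHTS of compounds, final roughly 60 µM downward over six points, against 10 nM purified firefly luciferase using Km concentrations of substrates (10 uM D-luciferin, 10 uM ATP) in Tris acetate pH 7.5 buffer; luminescence output.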
# NPC1 prom act – qHTS Assay for NPC1 Promoter Activators; Huh7 NPC1 promoter luciferase reporter, 24 h; Potency, µM (top dose mostly 9.22 µM), inactives show top-dose activation, usual class: activators; 320,000 compounds, 2.4% hits; AID 485313, 2010;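 note: potency is the fitted concentration of half-maximal effect; % of control where 0% means no effect; nearly all actives have a fitted effect of over 60% in size; reporter is driven by a mutant NPC1 promoter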
#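 NPC1 promoter–luciferase Huh7 cells; 24 h compound; luminescence.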
# RORg inh – qHTS for inhibitors of ROR gamma transcriptional activity; Drosophila S2 Gal4-RORgamma UAS-luciferase reporter, 20 h; Potency, µM (highest dose often 53.6 µM), without a hit: top-dose activity change, negative = inhibition, hits mostly inhibitors; 310,000 compounds, 5.4% hits; AID 2551, 2010; note: potency is the fitted concentration of half-maximal effect; % is set by controls: 0 for no effect and ±100 for the full control effect; nearly all actives have a fitted effect of over 60% in size
# Target sequence (P51450 whole entry, looked up, the tested form may be a part): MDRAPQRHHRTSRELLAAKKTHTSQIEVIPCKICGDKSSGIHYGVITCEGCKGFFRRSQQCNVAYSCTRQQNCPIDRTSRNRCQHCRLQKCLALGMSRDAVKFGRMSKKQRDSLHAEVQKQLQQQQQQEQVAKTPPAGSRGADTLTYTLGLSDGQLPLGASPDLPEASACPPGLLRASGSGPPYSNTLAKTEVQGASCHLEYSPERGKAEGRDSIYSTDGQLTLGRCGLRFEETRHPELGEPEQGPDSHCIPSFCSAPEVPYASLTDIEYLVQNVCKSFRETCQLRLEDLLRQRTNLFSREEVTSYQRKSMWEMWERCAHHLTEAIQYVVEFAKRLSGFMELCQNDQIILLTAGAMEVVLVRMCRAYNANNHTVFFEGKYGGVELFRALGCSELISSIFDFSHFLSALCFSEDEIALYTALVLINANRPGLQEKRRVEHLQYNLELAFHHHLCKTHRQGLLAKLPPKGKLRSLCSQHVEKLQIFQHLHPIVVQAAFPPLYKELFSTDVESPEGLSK
#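 Luminescence from a UAS-regulated Photinus luciferase reporter in stably transfected Drosophila Schneider cells is measured; decreased signal marks ROR gamma inhibition. Fusion expression is induced by 700 uM copper sulfate for 20 hr.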
# Gal4-VP16 FLuc – VP16 counterscreen qHTS for inhibitors of ROR gamma transcriptional activity | Potency, µM (highest dose often 53.6 µM), inactives show at the top dose activity, negative = inhibition, hits mostly inhibitors | 310,000 compounds, 3.5% hits | Drosophila S2 Gal4-VP16 UAS-luciferase, luminescence, 20 h | AID 2546, 2010;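 note: Gal4-VP16 expression switched on by copper sulfate through the metallothionein promoter; potency is the fitted concentration of half-maximal effect; % is set by controls: 0 for no effect and ±100 for the full control effect; nearly all actives have a fitted effect of over 50% in size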
# Rab9 promoter act – qHTS Assay for Rab9 Promoter Activators; Huh7 Rab9 promoter-luciferase reporter, luminescence, 24 h; Potency, µM (titrated, usually from 9.22 µM), without a hit: at the highest dose activation, negative = inhibition, most hits filed as activators; 320,000 compounds, 2.8% hits; note: potency is the fitted concentration of half-maximal effect; % of control where 0% means no effect; nearly all actives have a fitted effect of over 60% in size
#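 Steps: seed 1500 Huh7 Rab9-luc cells per well, rest 2 h at 37 °C; add compound in DMSO; incubate 24 h; add luciferase reagent, 10 min ambient; read luminescence.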
# Mito fusion yeast – qHTS Assay for Small Molecule Inhibitors of Mitochondrial Division or Activators of Mitochondrial Fusion; AID 485298, 2010; Potency, µM (doses to about 46.1 µM), for the others: at the highest dose growth rescue (activation), usual class: activators; 320,000 compounds, 0.23% hits; S. cerevisiae fusion-defective mutant growth rescue, CellTiterGlo 48 h;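 note: potency is the fitted concentration of half-maximal effect; % of control where 0% means no effect; nearly all actives have a fitted effect of over 45% in size; temperature-sensitive fusion mutants such as fzo1-1 at 37 °C on non-fermentable ethanol glycerol medium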
#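 Yeast fusion mutant, YPEG (non-fermentable carbon), compound, 48 h at 37C non-permissive; CellTiterGlo added, 10 min RT, luminescence read. Rescued growth = division inhibition.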
# Menin MLL FP TR – qHTS Assay for Inhibitors Targeting the Menin-MLL Interaction in MLL Related Leukemias: Competition With Texas Red Labeled MLL-derived Mutant Peptide; O00255; Menin + Texas Red MLL mutant peptide, fluorescence polarization; Potency, µM (top dose mostly 61.6 µM), for inactives: at the highest dose FP activity change, negative = inhibition, most hits filed as inhibitors; 270,000 compounds, 0.23% hits; active = well fitted inhibition curve with a large enough effect in the polarisation, with a control signal flat, not every such curve was filed as active; inconclusive = small, poorly fitted or top-dose-only effect, or effect the other way, or a change in a side signal; inactive = no such curve, though single readings can be large or run the other way; the % refers to the polarisation; note: potency is the fitted concentration of half-maximal effect; % of control where 0% means no effect; many of its hits are not listed in these tables
# An asterisk follows results filed as active; u = inconclusive; x = not tested or not shown; [ ] = remark or other dose. Unless noted, calls come from the whole dose curve; as a rule, active = well fitted curve in the direction sought with a large enough effect; inconclusive = small, poorly fitted or top-dose-only effect, or another doubt; inactive = no such curve, though single readings can be large; an effect the other way counts as inactive or inconclusive.
SMILES,KCNH2 3.1 block,PKM2 act,MBNL1 CUG block,ELG1 repair inh,FLuc modulator,NPC1 prom act,RORg inh,Gal4-VP16 FLuc,Rab9 promoter act,Mito fusion yeast,Menin MLL FP TR
CCC1(C)CN(S(=O)(=O)OCC(Cl)(Cl)Cl)C(=O)N1 (stereo not given),x,3.6%,-8.0%,-4.5%,10.1%,-1.0%,12.2%,-2.2%,0.9%,2.0%,-8.3%
CCOc1ccc(-n2c(O)c(C=NCCCn3ccnc3)c(=O)[nH]c2=O)cc1,-6.3,5.8%,1.8%,3.2%,-1.3%,-0.4%,0.2%,19.4%,-0.7%,-0.9%,5.9%
O=C(COc1ccccc1/C=C1/NC(=O)NC1=O)Nc1ccccc1,-4.3,-0.6%,12.9%,-2.7%,-10.2%,6.6%,19.7%,-10.1%,-1.0%,-3.2%,-1.4%
CC(=Nc1ccccc1N)c1c(O)n(C)c(=O)n(C)c1=O,5.8,1.5%,-4.4%,u,5.6%,0.1%,-2.5%,4.6%,-25.8%,-1.4%,1.2%
COc1ccc(-n2c(SCCN(C)C)nc3ccccc3c2=O)cc1,7.6,-8.9%,-18.7%,u,0.7%,2.9%,14.3%,4.0%,-4.5%,-3.0%,x
CN1CCN(c2c(C#N)c(C(F)(F)F)nn2C)CC1,0.0,-7.6%,x,-6.0%,-2.0%,-6.2%,u,-9.6%,0.5%,-1.1%,-1.6%
CCOC(=O)CCN=Cc1c(O)n(-c2ccc(Br)cc2)c(=O)[nH]c1=O,11.5,-19.3%,8.6%,7.8%,1.3%,-0.1%,0.5%,2.7%,5.1%,-0.9%,-6.9%[11.7 µM]
CCCCCn1c(=O)c(C(=O)Nc2cc(C)ccn2)c(O)c2ccccc21,6.3,-9.3%,21.3%,-6.7%,-0.5%,0.5%,6.1%,-1.4%,-1.9%,0.8%,u
O=C(CF)NC(NC(=S)Nc1ccccc1O)C(Cl)(Cl)Cl (stereo not given),-9.6,-4.5%,7.1%,u,0.5%,-2.3%,-21.7%,-15.6%,2.3%,29.1%,-15.6%
C=CCn1c(O)c(/C(C)=N/N2CCCCCC2)c(=O)[nH]c1=O,-7.3,-1.6%,-7.6%,10.0%,2.0%,-1.6%,-4.9%,4.8%,4.7%,6.2%,x
Cc1cccc(-c2nc3ccccc3c(=O)n2-n2cccc2)c1,-19.7,-4.3%,-5.1%,u,-0.3%,1.5%,-28.5%,11.1%,-1.0%,4.3%,-3.4%
COCCNC(=O)CN1C(=O)CN=C(c2ccccc2)c2ccccc21,-5.0,1.0%,-1.1%,3.3%,5.7%,-3.9%,-3.2%,-0.2%,-2.8%,-1.4%,x
COC(=O)C1=C(c2ccc(F)cc2OCc2ccccc2)C[C@@H]2CC[C@H]1N2C(=O)NCCOc1ccccc1,-2.2,x,x,u,4.4%,-2.1%,x,x,-6.2%,u,x
CC(=O)c1c(C)[nH]c(C(=O)N2CCC3(CC2)OCCO3)c1C,2.7,-1.1%,-0.6%,-0.6%,1.2%,0.9%,-1.3%,4.0%,-7.4%,-0.5%,0.6%
CC/C(=N\N1CCCCC1)c1c(O)[nH]c(=O)[nH]c1=O,1.4,1.6%,-7.9%,-3.0%,3.1%,-1.6%,3.9%,-5.0%,-5.7%,-1.5%,x
CCOC(=O)C1=Nc2ccccc2/C1=C\c1c(O)n(C)c(=O)n(C)c1=O,-17.7,22.2%,5.2%,20.6µM*,u,-5.6%,36.9%,3.5%,-5.0%,-2.0%,x
NC(=O)c1ccc(N=Nc2c(O)[nH]c(=O)[nH]c2=O)cc1,x,0.4%,u,8.9%,-0.9%,-6.3%,-77.5%,-10.9%,-0.5%,-0.1%,20.0%
OC(c1ccccc1)(c1ccccc1)c1ccncc1,-0.9,-1.0%,x,-8.5%,1.0%,-3.3%,20.5%,-1.4%,-0.5%,5.1%,-2.9%
NC(=NCCC[C@H](N)C(=O)O)N[N+](=O)[O-],x,x,x,x,x,-2.0%[46.1 µM],-1.7%,-9.9%,-9.0%[46.1 µM],-33.6%[inhibitor],-0.7%
NC(=O)c1c(NC(=O)c2ccc(S(=O)(=O)N(CCCl)CCCl)cc2)sc2c1CCCCC2,0.9,-4.6%,x,-7.8%,3.8%,-1.3%,3.4%,0.9%,-4.8%,-1.0%,8.9%
Cc1cc(C)cc(-n2c(C)cc(/C=C3\C(=O)NC(=O)N(C)C3=O)c2C)c1,5.4,2.0%,x,13.6%,2.1%,-0.9%,-3.5%,1.3%,-3.1%,0.2%,-4.3%
CC1=CC(=O)OC2CC3OC4C[C@@H](C)C5OC6CC7O[C@]8(C)C/C=C\C9OC%10CC%11OC(CC(C)CO)CC(O)[C@]%11(C)OC%10CC9OC8C[C@]7(C)O[C@]6(C)CCC5OC4C[C@]3(C)OC12 (stereo not given in full),0.5,-1.4%,3.1%,-8.6%,-0.1%,-5.3%,19.4%,-0.2%,-4.0%,-1.9%,-22.2%
COc1ccc(N2CCN(C(=O)c3cc(=O)[nH]c4ccccc34)CC2)cc1,16.3,2.1%,-3.8%,-0.5%,-1.1%,3.9%,u,-2.5%,7.0%,-7.6%,-8.9%
Cc1cc(/C=C2\C(=O)NC(=O)N(Cc3ccccc3)C2=O)c(C)n1C1CC1,16.3,-6.6%,10.0%,12.4%,u,-0.6%,-7.7%,3.7%,1.4%,6.4%,3.7%
COc1ccc(CCNC2CCCCC2)cc1,5.3,-3.7%,-1.4%,-13.4%,0.3%,-2.8%,-14.2%,-3.7%,2.5%,-4.3%,-10.5%
# Next section
SMILES,KCNH2 3.1 block,PKM2 act,MBNL1 CUG block,ELG1 repair inh,FLuc modulator,NPC1 prom act,RORg inh,Gal4-VP16 FLuc,Rab9 promoter act,Mito fusion yeast,Menin MLL FP TR
CC(C)c1ccc(N2C(=O)NC(=O)/C(=C\c3cnc(-c4ccccc4)nc3)C2=O)cc1,3.2,-8.0%,15.0%,u,-12.0%,2.9%,0.8%,-1.8%,10.6%,2.7%,43.3%[activator]
COC(=O)COc1ccc(/C=C2\C(=O)NC(=S)N(c3ccc(C)cc3)C2=O)cc1OC,-28.4,x,-4.9%,21.1%,u,-2.2%,-2.6%,4.3%,-3.0%,23.5%,u
N#C/C(=C(/O)c1ccc(S(=O)(=O)N(CCCl)CCCl)cc1)c1nc2ccccc2[nH]1,10.2,3.1%,3.5%,3.4%,4.8%,u,-16.7%,17.6%,u,-4.8%,x
CN1CCN(c2nc([N+](=O)[O-])nn2C)CC1,-5.9,-1.5%,24.3%[11.5 µM],-6.3%,2.6%,-5.2%,-41.4%,-3.1%,2.1%,-27.2%,10.6%
CCOC(=O)C(O)(c1ccc(N(C)C(=O)c2ccc(Cl)c(Cl)c2)cc1)C(F)(F)F (stereo not given),-1.7,0.7%,-4.3%,u,1.3%,0.7%,44.0%,-12.9%,0.6%,27.5%,-3.4%
CN1CCN(c2c[nH]c(=O)[nH]c2=O)CC1,-7.7,-1.2%,-0.8%,18.7%,0.9%,-0.2%,-36.3%,-8.3%,2.1%,-0.3%,11.6%
COC(=O)CNC(=O)c1cn(CCC#N)nc1-c1ccc(F)cc1,-3.3,-1.0%,-0.1%,-14.1%,-1.2%,-0.6%,-11.6%,3.0%[10 µM],-14.7%,-4.4%,1.9%
CCCCn1c(O)c(C(CC)=NC(C)c2ccccc2)c(=O)[nH]c1=O (stereo not given),12.0,5.6%,-4.4%,u,3.7%,-1.3%,29.9%,-3.9%,-1.6%,13.2%,0.9%
O=[N+]([O-])[N-][n+]1cnn(Cc2ccccc2)c1,7.6,3.5%,-3.5%,-4.6%,-1.6%,-7.2%,8.9%,9.4%,0.0%,-11.9%,-1.8%
COc1ccc(NP(=O)(Oc2ccc(Cl)cc2)Oc2ccc(Cl)cc2)cc1OC,-112.6*,-3.4%,x,u,-0.8%,-0.7%,u,-16.7%,-5.6%,u,7.1%
Cc1cc(NC(=O)CCl)nn1C,9.9,-0.9%,3.2%,-15.7%,0.2%,-1.3%,-11.2%,u,-3.3%,-2.2%,14.2%

# These rows are one share of the data; the hit share may differ from the screen's.
